Screening results deposited in PubChem BioAssay by several laboratories.
iPSC survival up – enhancers of human iPSC single-cell survival; survival enhancement, % at 20 µM; actives 0.044% (n = 360,000); hiPSC single-cell survival, ATPlite luminescence; 100% = ROCK inhibitor wells, 0% = DMSO; in the data active = survival enhancement above about 18%;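 note: cells exposed to compounds for 16 hours before the ATP read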
Peg3 prom inh – Peg3 promoter activity inhibition; actives 1.7% (n = 360,000); AID 588405; inhibition, % at 20 µM; HeLa PEG-Prom luciferase reporter, luminescence, overnight;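 active = inhibition of at least 50% at 20 µM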
CF NFkB block – inhibitors of cystic fibrosis induced NF-kB. actives 0.86% (n = 360,000). KKLEB NF-kB-GFP reporter, PAF-induced, GFP fluorescence overnight. inhibition, % at 5 µM. AID 588850;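 active = at least 50% inhibition at 5 µM, scaled per plate between neutral and stimulator controls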;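 note: PAF is a Pseudomonas aeruginosa culture filtrate used as stimulus; plate controls were PAF-stimulated DMSO wells for no effect and unstimulated DMSO wells for full effect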
TWEAK-Fn14 inh – blocks TWEAK-Fn14 interaction in a reporter cell assay; TWEAK-stimulated Fn14 reporter cells, luciferase luminescence, 8 h; inhibition, % at 10 µM; actives 2% (n = 360,000); in the data active = inhibition above about 50%
TRPM1 prom inh – reduces MITF-dependent TRPM1 promoter luciferase signal; SK-MEL-5 TRPM1 promoter luciferase, 24 h; inhibition, % at 12.5 µM; actives 0.83% (n = 330,000); AID 488899;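 active = mean inhibition across replicates of 60% or more, whatever share of single replicates reaches that level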; note: values of inactives mirror those of a sister screen read the other way
aDG glyco up – increases alpha dystroglycan glycosylation. Pro5-aDG cells, alpha-DG glycosylation AlphaScreen (IIH6); 0% Pro5, 100% B10-LARGE cell signal. activation, % at 10 µM. actives 0.22% (n = 360,000). AID 624168;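 active = activation of at least 8% versus controls, or a plate z-score of at least 8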;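 note: Pro5 are CHO cells carrying HIG-tagged alpha-DG that lacks glycosylation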
NR2E3 ag-1 – activates human NR2E3 receptor; Q9Y5X4; CHO-S Gal4-NCOR/VP16-NR2E3 two-hybrid, luciferase; inhibition of corepressor binding, % at 3.98 µM; actives 0.35% (n = 360,000); AID 602229;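 active = inhibition above the mean of all tested compounds plus 3 SD, cut at about 70% in these data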;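 note: 0% = DMSO with NR2E3 transfected cells and 100% = cells lacking NR2E3 construct; higher means lower luciferase signal from less NR2E3 corepressor binding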
Target sequence (Q9Y5X4 whole entry, looked up, the tested form may be a part): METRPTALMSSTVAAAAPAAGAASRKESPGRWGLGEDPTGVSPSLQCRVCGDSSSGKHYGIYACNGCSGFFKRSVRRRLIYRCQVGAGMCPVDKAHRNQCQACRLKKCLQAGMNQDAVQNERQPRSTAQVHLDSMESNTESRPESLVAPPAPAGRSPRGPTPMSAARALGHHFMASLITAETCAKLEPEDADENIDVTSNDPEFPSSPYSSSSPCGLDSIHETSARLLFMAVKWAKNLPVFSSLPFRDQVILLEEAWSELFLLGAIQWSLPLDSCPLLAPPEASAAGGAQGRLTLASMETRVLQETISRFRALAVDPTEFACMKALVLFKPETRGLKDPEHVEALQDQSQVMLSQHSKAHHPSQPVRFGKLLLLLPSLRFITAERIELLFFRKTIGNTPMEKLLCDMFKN
NR2E3 ag-2 – agonists of human nuclear receptor NR2E3; actives 0.12% (n = 320,000); GST-NR2E3/biotin-RetCOR TR-FRET, 1536-well; inhibition of corepressor binding, % at 4.78 µM; AID 2300; Q9Y5X4;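 active = percent inhibition above the cutoff of mean plus 3 SD of all tested compounds, set per screening campaign, cut at about 20% in these data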;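 note: 0% = DMSO wells and 100% = biotin wells as full block of FRET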
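Material: NR2E3–RetCOR corepressor complex | Quantity: 1.35 nM GST-tagged NR2E3 final | Schedule: 5 h at 4 °C | Replication: Singlicate compound wells | Reagent: RetCOR corepressor, biotinylated, 7 nM | Controls: Biotin wells as high control, 0.6% DMSO wells as low control | Signal: TR-FRET, Eu(K)-anti-GST donor, streptavidin-D2 acceptor, ex 340, em 617/671 nm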
HIF-2a inh – inhibitors of HIF-2a | 786-0 RCC cells HIF-2a reporter, luciferase luminescence, overnight | inhibition, % at 18.8 µM | actives 0.72% (n = 360,000);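 active = inhibition of the luminescence signal of 40% or more relative to plate controls, in a single-dose primary screen at 18.75 µM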
Shn3 inh set2 – reduces Shn3 3'UTR luciferase signal in osteoblasts; inhibition, % at 12.5 µM; Clone20 osteoblast Shn3 3'UTR firefly luciferase, 24 h; actives 0.52% (n = 360,000);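 active = mean inhibition of at least 75% with every replicate also reaching 75%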;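 note: 0% = median of neutral control wells and 100% = pilot-screen positive control compound; some compounds past the cut are filed as inactive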
KKLEB cytotox – CF airway cell cytotoxicity counter-screen; actives 0.36% (n = 360,000); activity change (cytotoxicity), % at 5 µM; KKLEB CF airway cells viability, ATPlite luminescence, overnight; active compounds read low; cells stimulated with P. aeruginosa culture filtrate;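 active = corrected activity change at or below -50% at 5 µM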
The depositor's hits bear a star; x = no result given.

SMILES	iPSC survival up	Peg3 prom inh	CF NFkB block	TWEAK-Fn14 inh	TRPM1 prom inh	aDG glyco up	NR2E3 ag-1	NR2E3 ag-2	HIF-2a inh	Shn3 inh set2	KKLEB cytotox
CC(C)=CC/C=C1\CCC(C(=O)O)C(C(=O)O)C1 (stereo not drawn)	-1.4	4	-1	-3	-8	0.1	-49	5	-5	-7	0
O=C(N/N=C/c1cn(-c2ccccc2)nc1-c1cccs1)c1ccc(Cl)cc1	-0.3	-41	-6	55*	-25	0.5	-25	0	-73	-11	0
Cc1cccc(NS(=O)(=O)c2ccc(C(=O)NCC3(N4CCCCC4)CCCCC3)cc2)c1C	-0.4	6	31	-4	-20	0.0	34	-5	5	-32	-13
CCCCn1c(NC(=O)c2ccccc2Cl)c(C#N)c2nc3ccccc3nc21	-1.0	53*	32	-32	3	1.1	96*	19	7	-4	-40
CN(CC(=O)Nc1cccc(C#N)c1)Cc1ccc(Cl)cc1	-1.5	6	-16	2	5	0.4	7	-1	6	-10	-4
CCc1nc2ccc(C(=O)NCC3CCCCC3)cn2c1N(C)Cc1ccc(OC)cc1	0.2	13	24	2	x	0.4	-8	x	4	49	-20
CC(=O)c1cccc(N(C(=O)CNC(=O)c2ccco2)C(C(=O)NC2CCCC2)c2ccc(C)o2)c1 (stereo not drawn)	2.3	-2	-28	-2	4	0.2	26	3	5	0	6
O=C(Cc1ccc(Cl)cc1)OCC(=O)c1ccc[nH]1	2.4	-31	14	-12	-5	-0.1	-4	-2	-11	-4	5
CCOC(=O)c1ccc(-c2ccc(/C=C(\C#N)C(=O)NCc3cccs3)o2)cc1	-1.3	72*	2	-121	45	-0.3	-24	-2	5	16	4
COc1cccc(CNC(=O)C2CCCN(c3ncnc4c3nc3n4CCCCC3)C2)c1 (stereo not drawn)	-0.5	8	0	-5	8	-0.1	11	3	1	6	13
COc1ccc(NC(=O)Nc2cccc3c2O[C@H](CN(C)Cc2ccc(-c4ccccc4)cc2)[C@@H](C)CN([C@H](C)CO)C3=O)cc1	-1.0	94*	59*	-15	23	0.9	15	x	-11	17	-32
CCOCCSC1=C(C#N)C(c2cccs2)C(C(C)=O)=C(C)N1 (stereo not drawn)	0.1	14	19	4	5	-0.2	-32	2	4	-3	-10
CC1(C(=O)NS(=O)(=O)C2CC2)CCN(C(=O)c2cccc(Cl)c2)C1 (stereo not drawn)	-3.1	5	-25	11	x	0.2	-4	x	4	0	8
COc1ccc(C(CNC(=O)c2ccc(-c3ccccc3Cl)o2)N2CCOCC2)cc1 (stereo not drawn)	-0.1	21	-6	1	-6	0.3	-18	0	12	17	8
CCCCN1CC[C@H]2C=CC[C@@H](C(=O)Nc3nccs3)[C@H]2C1=O	-1.4	16	-25	-4	0	0.0	-37	0	1	-8	-4
N#CC1(NC(=O)CSc2nnc(Nc3ccccc3F)s2)CCCC1	0.1	-14	-21	-11	-27	0.1	-26	0	-52	-17	17
CCOC(=O)C1(C)C=C(Nc2ccc(OCC)cc2)C(=O)N1c1ccccc1 (stereo not drawn)	-2.0	3	-19	-4	-3	0.1	-23	2	-10	-2	-2
N#CC(c1ccccc1)c1ccc(C(=O)c2ccc(F)cc2)cc1 (stereo not drawn)	6.7	2	6	13	12	0.9	2	-1	3	38	3
CC(Oc1cccc(F)c1)C(=O)Nc1ccc(N2CCOCC2)cc1 (stereo not drawn)	3.6	-17	10	0	-8	0.0	-6	3	-14	-3	-3
Cc1cc2ccccc2n1CCNC(=O)c1ccc(S(=O)(=O)N2CCOCC2)cc1	-0.1	8	-7	8	8	-0.1	-27	-1	15	-33	7
CCc1ccc(NC(=O)CSc2nnc(SCC(=O)Nc3ccc(CC)cc3)n2N)cc1	0.3	12	-7	-32	6	-0.2	-8	1	12	6	4
CC(C)n1c(SCC(=O)N2c3ccccc3Sc3ccccc32)nc2c1c(=O)n(C)c(=O)n2C	3.4	34	41	-16	-1	0.0	-8	x	15	29	12
COc1ccc(C/C(C)=N/Nc2nc(C)cc(=O)[nH]2)cc1	-0.8	7	6	-4	-10	-0.1	-38	-5	9	x	5
Cc1csc(NC(=O)c2cccc(S(=O)(=O)N3CCCCC3)c2)n1	-3.0	8	0	6	9	-0.2	-1	-2	2	-2	6
C=CCNC(=O)c1cc(Cl)ccc1Cl	1.1	-1	0	2	4	-0.2	16	-6	-3	-5	3
Cc1nn(-c2ccccc2)c(C)c1NC(=O)COC(=O)c1ccc(O)cc1O	-0.4	28	-24	24	-2	-0.3	8	x	13	5	10
CCOC(=O)c1cnc(-c2ccccc2)nc1N1CC(C)OC(C)C1 (stereo not drawn)	1.0	13	-1	-15	2	0.4	-19	5	13	4	0
Cc1ccc(-n2c(C)cc(C(=O)CSc3n[nH]c(N)n3)c2C)cc1	1.5	-117	-5	-10	-31	0.5	-78	3	-156	8	16
Cc1ccc(SCCC(=O)N2CCC(C(N)=O)CC2)cc1	-1.4	-25	-1	12	-5	0.1	-19	0	-24	-3	2
Cc1cc(C)c(CN2CCN(C(=O)Cn3cnc4c(OCc5ccccc5)ncnc43)CC2)c(C)c1	0.9	25	20	48	40	0.5	71*	x	-15	80	-7
N#Cc1cccc(NC(=O)CN2NS(=O)(=O)c3ccccc3C2=O)c1	-1.3	3	-10	-5	-3	-0.1	9	-1	13	-17	-7
Cn1ncc2c(N3CCN(c4ccc(Cl)c(Cl)c4)CC3)ncnc21	-0.5	100*	42	85*	-9	-0.6	36	1	-71	79	-20
COc1cccc(C(=O)N2[C@H](COCc3ccccc3)C=CS2(=O)=O)c1	-2.3	-8	3	2	x	0.0	-10	x	12	-19	2
CC(C)[C@H](NC(=O)c1ccco1)C(=O)OCC(=O)Nc1ccc(F)cc1	2.6	14	-7	3	0	-0.2	2	6	12	22	10
Cn1c(N)c(C(=O)COC(=O)Cc2ccc(Cl)cc2)c(=O)n(C)c1=O	-0.4	-7	-6	10	1	-0.2	-15	x	7	-28	9
CCOC(=O)N1CC(C)N(C(=S)Nc2ccccc2)CC1C (stereo not drawn)	1.7	14	-3	12	6	0.1	-4	x	7	6	-4
CCOC(=O)c1cc2c(c(-c3ccccc3)n1)[C@H](CCO)N(S(=O)(=O)C(C)(C)C)C2	1.1	-6	0	21	3	0.1	-34	x	0	-8	4
NS(=O)(=O)c1cccc(NC(=O)CCC(=O)c2cccs2)c1	0.8	-33	-8	-26	-15	0.0	-9	3	-57	15	9
Cc1cc(C)nc(SCC(=O)Nc2nccs2)n1	-0.2	11	-1	29	12	0.0	-18	7	13	4	1
Cc1ccc2nc(SCC(=O)Nc3ccc4c(c3)CCC4)[nH]c2c1	-0.9	-20	-3	-1	3	-0.1	2	0	-31	21	-14
Cc1nc2ccccn2c1/C(O)=C1\C(=O)C(=O)N(CCN2CCOCC2)C1c1cccnc1 (stereo not drawn)	1.4	17	-8	0	10	0.0	2	-1	8	7	8
O=C(NCCc1ccccc1)C1CCC(CNS(=O)(=O)c2cccs2)CC1 (stereo not drawn)	0.3	6	2	0	12	0.1	-18	0	-5	-5	7
O=C(CSc1nnc(CNC(=O)c2c(F)cccc2Cl)o1)NC1CCCC1	0.0	5	2	13	-3	0.0	-5	-2	11	-9	-1
CC1(C)NC(=O)N(CC(=O)N2CCC(Cc3ccccc3)CC2)C1=O	0.1	-6	0	7	9	0.0	-7	3	12	-3	0
O=C(Cn1c2ccccc2c2nc3n(c(=O)c21)CCS3)N1CCCC1	-0.5	9	6	6	0	-0.1	-4	2	10	-41	2
O=C(COC(=O)c1cc(Br)ccc1O)NNC(=O)c1cccs1	-3.2	0	2	4	-22	0.0	5	0	17	11	-6
Fc1ccc(-n2c(-c3ccco3)n[nH]c2=S)cc1	0.1	13	0	-1	1	-0.1	-26	x	15	7	-2
Cc1cc(=O)[nH]c(SCC(=O)NNC(=O)Cc2ccccc2)n1	0.4	17	2	6	3	0.0	17	3	16	9	-2
CC(C)CCn1c(COc2ccccc2)nn(CCC#N)c1=S	0.2	10	14	-8	-4	0.2	-19	0	14	14	-3
C[C@@H]1CCCCCCCCC(=O)OCCN(C(=O)OC(C)(C)C)[C@H](C)CCCCCCCCC(=O)OCCN(C(=O)OC(C)(C)C)[C@H](C)CCCCCCCCC(=O)OCCN(C(=O)OC(C)(C)C)[C@H](C)CCCCCCCCC(=O)OCCN1C(=O)OC(C)(C)C	-1.8	0	6	21	4	0.1	2	x	16	56	8
CCN(Cc1ccccc1)Cc1ccc(OCc2ccccc2)cc1	-0.8	-32	-18	4	-2	0.3	-19	2	-50	-22	7
Cc1ccc(OCCCCN(C)Cc2ccccc2)c(Br)c1	0.3	-8	5	-17	-7	0.3	2	1	-24	7	-8
CN(C)Cc1n[nH]c(=O)c2ccccc12	1.2	15	-3	3	-7	-0.4	-24	1	19	-2	7
O=C(NCCCc1ccccc1)Nc1ccccc1	-1.7	-56	-4	-5	-10	-0.2	-16	2	-63	-11	-2
CCOC(=O)C1CCCN(c2c(NCCCN(C)c3ccccc3)c(=O)c2=O)C1 (stereo not drawn)	0.2	-3	-22	-6	4	0.2	-4	-2	8	14	-9
FC(F)Sc1ccc(NC2=NCCCCC2)cc1	-0.3	4	12	3	x	0.0	-19	-1	-8	1	2
COCc1nnc(NC(=O)CSc2ccccc2)s1	-2.6	-16	-7	9	11	-0.4	-25	-4	3	1	7
COc1ccc(C(=O)N/C(=C\c2cn(S(=O)(=O)N(C)C)c3ccccc23)C(=O)NCCN2CCOCC2)cc1	-0.4	-16	-11	-5	-7	-0.1	14	-2	9	-13	-3
Cc1ccc(NC(=O)Cn2c(-c3ccc(F)cc3)cnc2SCC(=O)Nc2c(C)cccc2C)cc1	-2.1	76*	-6	-23	5	-0.2	-11	-3	10	58	-14
O=C1c2sc3nc4c(c(=O)n3c2C(=O)N1c1ccccc1)CCC4	3.7	12	2	-1	6	0.5	13	0	-39	27	7
CC(=O)Nc1ccc2nc(CN3CCC(CO)(CCc4ccccc4)CC3)ccc2c1	-0.6	11	2	-20	0	1.7	-49	3	9	8	-11

Two neighbouring entries already listed:
SMILES	iPSC survival up	Peg3 prom inh	CF NFkB block	TWEAK-Fn14 inh	TRPM1 prom inh	aDG glyco up	NR2E3 ag-1	NR2E3 ag-2	HIF-2a inh	Shn3 inh set2	KKLEB cytotox
O=C1c2sc3nc4c(c(=O)n3c2C(=O)N1c1ccccc1)CCC4	3.7	12	2	-1	6	0.5	13	0	-39	27	7
CC(=O)Nc1ccc2nc(CN3CCC(CO)(CCc4ccccc4)CC3)ccc2c1	-0.6	11	2	-20	0	1.7	-49	3	9	8	-11
